High-throughput results deposited in PubChem by National Center for Advancing Translational Sciences (NCATS).
Tau fibril FP: tau fibrillization inhibition (FP); P10636; K18 P301L tau heparin fibrillization, Alexa594 FP, 6 h; Potency, µM (series often up to 57.7 µM), for the others: at the top dose activity, negative = inhibition, hits mostly inhibitors; 0.39% of 280,000 active; further: potency means the concentration at half of the fitted maximal effect; on the % scale 0 is the no-effect control and ±100 the full control effect; nearly all actives have a fitted effect of over 55% in size
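FP of Alexa 594-tau after heparin (20 uM) induction. Substrate: human K18 P301L, 15 uM unlabeled, 0.24 uM labeled. Buffer 100 mM sodium acetate pH 7. 6 hr, 37 C.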
Tau fluor cs: counter-screen for tau fibril formation inhibitors; Potency, µM (highest dose often 57.7 µM), inactives show at the top dose activity change, negative = decrease; 0.93% of 280,000 active; tau K18 P301L Alexa594 fluorescence, heparin fibrillization; further: potency means the concentration at half of the fitted maximal effect; on the % scale 0 is the no-effect control and ±100 the full control effect; nearly all actives have a fitted effect of over 55% in size
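Human tau K18 P301L (15 uM unlabeled, 0.24 uM Alexa 594-labeled) in 100 mM sodium acetate pH 7 with 20 uM heparin, 6 hr at 37 C. ThT 30 uM added, 1 hr ambient; Alexa 594 FP and total fluorescence read at 555/632 nm.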
TRb SRC2 PPI: TRbeta-SRC2 interaction inhibition; P10828; TRbeta-SRC2 peptide binding, fluorescence polarization; receptor liganded with 1 µM T3; Potency, µM (top dose mostly 106 µM), for inactives: at the top dose activity change, negative = inhibition, most hits filed as inhibitors; 0.065% of 280,000 active; AID 1469;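 further: potency means the concentration at half of the fitted maximal effect; plate controls were bound peptide for no effect and peptide without receptor for full effect; nearly all actives have a fitted effect of over 50% in size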
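Read-out is fluorescence polarization (555 nm excitation, 632 nm emission) of a Texas Red SRC2 coactivator peptide; loss of signal reflects blocked binding to human TRb ligand-binding domain in the presence of 1 uM T3.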
NPSR antagonist: blocks cAMP signaling of the human neuropeptide S receptor; AID 1461; Potency, µM (titrated, usually from 38.3 µM), for inactives: top-dose activity change, negative = inhibition, most hits filed as inhibitors; 1% of 220,000 active; CHO-NPSR cells, cAMP TR-FRET, antagonist mode; further: potency means the concentration at half of the fitted maximal effect; on the % scale 0 is the no-effect control and ±100 the full control effect; nearly all actives have a fitted effect of over 50% in size; many of its hits are not listed in these tables
CBFb-RUNX1 inh: CBF-beta/RUNX1 interaction disruption | Q01196+Q13951 | AlphaScreen CBFb-His/RUNX1-biotin binding, biochemical | Potency, µM (highest dose often 59.8 µM), without a hit: at the highest dose activity, negative = inhibition, usual class: inhibitors | 230,000 tested, under 10 active | AID 1477; further: % of control where 0% means no effect
Target sequence (Q01196 whole entry, looked up): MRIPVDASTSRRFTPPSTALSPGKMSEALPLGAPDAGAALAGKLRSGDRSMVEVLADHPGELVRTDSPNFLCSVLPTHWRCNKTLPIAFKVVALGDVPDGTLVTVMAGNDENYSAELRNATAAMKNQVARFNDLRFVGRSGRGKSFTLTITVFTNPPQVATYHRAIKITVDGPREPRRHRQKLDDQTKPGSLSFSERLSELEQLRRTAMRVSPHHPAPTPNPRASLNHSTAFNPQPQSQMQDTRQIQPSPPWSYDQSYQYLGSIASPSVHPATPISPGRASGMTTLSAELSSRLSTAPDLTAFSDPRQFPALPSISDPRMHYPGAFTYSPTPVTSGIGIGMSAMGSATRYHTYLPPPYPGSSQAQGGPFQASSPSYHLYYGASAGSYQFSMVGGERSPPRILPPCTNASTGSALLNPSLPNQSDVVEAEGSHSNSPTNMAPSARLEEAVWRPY
Target sequence (Q13951 whole entry, looked up): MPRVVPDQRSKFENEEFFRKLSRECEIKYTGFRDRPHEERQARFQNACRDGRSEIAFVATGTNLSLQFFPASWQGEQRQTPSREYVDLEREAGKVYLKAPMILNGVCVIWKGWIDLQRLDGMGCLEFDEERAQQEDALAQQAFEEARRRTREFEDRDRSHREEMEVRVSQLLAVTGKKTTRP
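AlphaScreen binding: CBFb-His and RUNX1-biotin (30 nM each) preincubated 20 min, compound added for 15 min, then nickel and streptavidin beads for 90 min, all at room temperature. Disruption of the interaction by any mechanism counts as activity.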
Epigenetic reg: regulators of epigenetic silencing causing reporter derepression in mouse cells. AID 1865. 0.2% of 280,000 active. Potency, µM (titrated, usually from 53.9 µM), inactives show top-dose GFP activation, usual class: activators. murine LDR cells, GFP reporter derepression, 30 h; further: potency means the concentration at half of the fitted maximal effect; % of control where 0% means no effect; nearly all actives have a fitted effect of over 60% in size
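Reporter derepression read as number of fluorescent GFP-positive objects, 20-120 um in size, counted by laser-scanning cytometer. Mouse LDR line with an epigenetically silenced CMV-GFP locus; compound incubation 30 h, 37 C.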
aGal spleen mod: inhibitors or activators of human alpha-galactosidase in spleen homogenate. human spleen homogenate, 4MU-alpha-Gal fluorescence, 40 min. AID 2107. P06280. 0.008% of 240,000 active. Potency, µM (top dose mostly 80 µM), inactives show top-dose activity change, negative = inhibition, hits mostly inhibitors;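 further: potency means the concentration at half of the fitted maximal effect; 0% = enzyme with vehicle and -100% = no enzyme basal signal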
Target sequence (P06280 32-429 limits assumed): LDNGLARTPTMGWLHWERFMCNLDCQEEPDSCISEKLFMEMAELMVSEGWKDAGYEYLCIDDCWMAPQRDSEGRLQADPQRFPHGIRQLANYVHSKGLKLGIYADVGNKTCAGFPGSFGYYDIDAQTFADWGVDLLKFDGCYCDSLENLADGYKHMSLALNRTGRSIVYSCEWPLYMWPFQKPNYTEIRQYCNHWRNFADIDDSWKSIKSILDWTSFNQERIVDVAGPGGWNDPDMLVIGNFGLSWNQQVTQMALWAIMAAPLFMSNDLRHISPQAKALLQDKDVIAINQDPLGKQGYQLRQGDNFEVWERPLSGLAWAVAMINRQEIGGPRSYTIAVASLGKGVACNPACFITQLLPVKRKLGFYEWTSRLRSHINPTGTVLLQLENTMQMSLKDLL
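Spleen homogenate 1 ug + cpd (titration) + 4-MU-alpha-D-galactopyranoside 1 mM; 37C 40 min; 50 mM citrate/phosphate pH 5.0, 0.01% Tween-20; stop pH 10; fluorescence 365/440; AC50 via Hill.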
TR SRC2 fluor cs: counter-screen for TRb-SRC2 inhibitors: fluorescence interference; TRb/SRC2 Texas Red total fluorescence interference; 0.29% of 280,000 active; Potency, µM (top dose mostly 106 µM), without a hit: at the highest dose fluorescence change, negative = quenching; active means well fitted curve in either direction with a large enough effect; inconclusive means small, poorly fitted or top-dose-only effect; further: potency means the concentration at half of the fitted maximal effect; on the % scale 0 is the no-effect control and ±100 the full control effect
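Flags fluorescent or light-absorbing compounds by total fluorescence, S + 2P, at 555 nm excitation and 632 nm emission. Mixture: 20 nM Texas Red SRC2 peptide, 0.6 uM human TRb LBD, 1 uM T3, 5% DMSO; compound exposure 5 h at ambient temperature.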
Numbers without * were called inactive; ? = inconclusive; . = no result given; & = joins results of further samples; [ ] = dose if it differs, or a comment. Unless noted, the call rests on the fitted dose curve; in most records, active means well fitted curve in the direction sought with a large enough effect; inconclusive means small, poorly fitted or top-dose-only effect, or another doubt; inactive means no such curve, though single readings can be large; an effect the other way counts as inactive or inconclusive.

1) O=S1(=O)CCC(NS(=O)(=O)/C=C/c2ccccc2)C1 (stereo not given)
2) O=C(NCCN1C(=O)S/C(=C\c2ccccc2)C1=O)C1CCN(S(=O)(=O)c2cccs2)CC1
3) Cc1ccsc1/C=N/NC(=O)CN1CCN(S(=O)(=O)c2ccc(Br)cc2)CC1
4) COc1ccc(Nc2nc3ccc(OC)cc3s2)cc1
5) COC(=O)c1nnc(C(=O)NCc2ccccc2)c2[nH]c3ccc(OC)cc3c12
6) COc1c(Br)cc([N+](=O)[O-])c(OC)c1C(=O)NC(=O)Nc1c(Cl)cccc1Cl
7) COc1ccc2[nH]c(=O)c(CN(C)C(=O)c3ccncc3)cc2c1
8) CC(=O)Nc1ccc(S(=O)(=O)Nc2nnc(C3CCCCC3)s2)cc1

Screen / compound no.,1,2,3,4,5,6,7,8
Tau fibril FP,4%,-9%,0%,-9%,4%,-1%,-5%,-1%
Tau fluor cs,4%,-25%,-7%,14µM*[quencher],-7%,-23%,-5%,1%
TRb SRC2 PPI,4%,0%,10%,3%,5%,7%,-14%,-4%
NPSR antagonist,-11%[46.1 µM],6%,-14%,-1%,.,40%,2%[46.1 µM],-2%[46.1 µM]
CBFb-RUNX1 inh,5%,-1%,0%,-7%,-10%,-8%,3%,-8%
Epigenetic reg,-1.6%,-1.2%,1.0%,-2.6%,0.0%,0.5%,-1.0%,-1.5%
aGal spleen mod,-4%,4%,1%,4%,-3%,-6%,3%,-6%
TR SRC2 fluor cs,0%,0%,-4%,-3%,0%,-1%,0%,-3%

9) O=C(c1ccccc1)N1CCN(c2n[nH]c(=O)[nH]c2=O)CC1
10) Cc1nc(N2CCN(Cc3ccccc3)CC2)c(C#N)c2c1COC(C)(C)C2
11) Cc1ccccc1OCc1ccc(-c2nc(C#N)c(NCc3cccnc3)o2)o1
12) Cc1ccc2nc(-c3cccs3)c(Nc3ccc4c(c3)OCCO4)n2c1
13) O=C(Nc1ccc(C(=O)Nc2ccc(C(=O)Nc3ccc(S(=O)(=O)O)c4cc(S(=O)(=O)O)cc(S(=O)(=O)O)c34)cc2)cc1)Nc1ccc(C(=O)Nc2ccc(C(=O)Nc3ccc(S(=O)(=O)O)c4cc(S(=O)(=O)O)cc(S(=O)(=O)O)c34)cc2)cc1
14) CC(=O)c1c(COC(=O)c2ccccc2)nc2ccccc2[n+]1[O-]
15) O=C1C2C3c4ccccc4C(c4ccccc43)[C@@H]2c2nc3ccccc3n21 (stereo not given in full)
16) COc1ccc(NC(=O)C(CC(C)C)NC(=O)C2CCCCC2)cc1 (stereo not given)

Screen / compound no.,9,10,11,12,13,14,15,16
Tau fibril FP,5%,-1%,?,11%,?,-13%,-2%,-2%
Tau fluor cs,-3%,-10%,18µM*[quencher],?,-13%&-8%,-20%,-5%,-14%
TRb SRC2 PPI,-8%,-14%,-4%,0%,?,-23%,8%,-9%
NPSR antagonist,-1%,-8%,.,.,.,-14%[46.1 µM],?,.
CBFb-RUNX1 inh,11%,16%,.,.,?,1%,1%,.
Epigenetic reg,0.3%,-1.0%,-1.6%,-0.7%,1.1%&-1.5%,-0.5%,-1.2%,5.1%
aGal spleen mod,3%,2%,.,.,-4%&-10%,4%,-3%,.
TR SRC2 fluor cs,-1%,0%,?,-2%,-7%&-4%,2%,1%,-2%

17) CCCS(=O)(=O)N1CCC(C(=O)NCc2ccco2)CC1
18) O=C1Nc2ccc(NS(=O)(=O)c3cccs3)c3cccc1c23
19) O=S(=O)(Nc1ccc(N=Nc2ccc(O)c3ccccc23)cc1)c1ccccc1
20) CCCC(=O)NC(=S)Nc1ccc(S(=O)(=O)Nc2ccc(OCC)cc2)cc1
21) CS(=O)(=O)Nc1ccc(C(=O)Nc2ccccc2Cl)cc1
22) O=C(CSc1nnc(-c2ccccc2)o1)NCC1CCCCC1
23) COc1ccc(CN2CC(C(=O)N3CCOCC3)CC2=O)cc1 (stereo not given)
24) COc1ccc(NC(=O)c2c(C)oc3ccc(O)c(CN4CCC(C)CC4)c23)cc1Cl

Screen / compound no.,17,18,19,20,21,22,23,24
Tau fibril FP,-6%,6%,-3%,-19%,-14%,-9%,0%,6%
Tau fluor cs,-5%,3%,-10%,-25%,-2%,-15%,-10%,-28%
TRb SRC2 PPI,-2%,-19%,-3%,-4%,-1%,-10%,-2%,-3%
NPSR antagonist,2%[46.1 µM],-29%[46.1 µM],?,?,-8%,-11%[46.1 µM],5%[46.1 µM],.
CBFb-RUNX1 inh,1%,1%,0%,2%,-1%,6%,-2%,.
Epigenetic reg,1.2%,-2.8%,0.0%,1.1%,-0.9%,-1.3%,0.9%,-1.9%
aGal spleen mod,4%,13%,-3%,0%,-4%,3%,-5%,.
TR SRC2 fluor cs,0%,-2%,0%,-2%,-1%,-1%,-1%,-14%

25) Cc1ccc(C(=O)OC2=CC(=O)CC(C)(C)C2)cc1
26) O=C(N/N=C/c1cc(Br)ccc1O)c1ccccc1Cl
27) Cc1noc(C)c1S(=O)(=O)N1CCCC(C(=O)NCCc2ccccc2)C1 (stereo not given)
28) CCN(C(=O)CN(C)S(=O)(=O)c1ccc2c(c1)n(C)c(=O)c(=O)n2C)c1cccc(C)c1
29) COc1ccc(-c2nnc(-c3ccc(Br)o3)o2)cc1OC
30) CCOC(=O)C1(Cc2ccc(OC)cc2)CCN(S(C)(=O)=O)CC1
31) CCOC(=O)c1ccccc1NC(=O)CSc1nc2ccncc2[nH]1
32) N#Cc1c(Cl)nsc1NN

Screen / compound no.,25,26,27,28,29,30,31,32
Tau fibril FP,12%,-6%,4%,1%,8%,0%,?,?
Tau fluor cs,-20%,?,-5%,-8%,-3%,-8%,-9%,2.5µM*[quencher]
TRb SRC2 PPI,-5%,-1%,-2%,-1%,-12%,-8%,-7%,0%
NPSR antagonist,-9%[46.1 µM],-39%,-14%[46.1 µM],.,-15%[46.1 µM],-8%,.,-37%
CBFb-RUNX1 inh,5%,-24%,0%,.,5%,-3%,.,4%
Epigenetic reg,-3.3%,2.6%,0.9%,-1.9%,-5.5%,-0.7%,10%,2.6%
aGal spleen mod,-1%,-2%,0%,.,-2%,-5%,.,9%
TR SRC2 fluor cs,-8%,-1%,-1%,-5%,-1%,0%,0%,-4%

33) Cc1ccc(CNC(=O)C2CCCN(c3nn4cc(-c5ccc(C)cc5)nc4s3)C2)cc1 (stereo not given)
34) O=C(CN1C(=O)NC2(CCSC2)C1=O)NCc1ccccc1 (stereo not given)
35) CCOC(=O)/C(C#N)=C/c1cn(CCOc2ccc(OC)cc2)c2ccccc12
36) COc1ccc(N=C2O/C(=C/c3sc(=S)n(CC4CCCO4)c3O)N=C2C#N)cc1 (stereo not given)
37) O=C(Cn1ncc2ccsc2c1=O)N1CCN(c2ccccc2)CC1
38) O=C(c1ccc2c(c1)N(Cc1ccccc1F)C(=O)c1ccccc1S2(=O)=O)N1CCCCC1
39) CS(=O)(=O)N1CCN(C(=O)c2cc(-c3ccccc3)nc3ccccc23)CC1
40) O=C(CCC(=O)Nc1ccc(F)cc1)N/N=C/c1ccc(O)cc1O

Screen / compound no.,33,34,35,36,37,38,39,40
Tau fibril FP,1%,-12%,-16%,-12%,7%,6%,-4%,2%
Tau fluor cs,-17%,0%,?,13µM*[quencher],-4%,-16%,-9%,-16%
TRb SRC2 PPI,-2%,-15%,-2%,10%,-3%,-6%,-1%,0%
NPSR antagonist,.,10%,?,?,.,.,-19%[46.1 µM],1%
CBFb-RUNX1 inh,.,-4%,2%,-8%,.,.,3%,-17%
Epigenetic reg,?,-0.5%,1.0%,4.9%,4.3%,-1.1%,-0.3%,0.9%
aGal spleen mod,.,-7%,-2%,1%,.,.,-3%,7%
TR SRC2 fluor cs,2%,1%,?,5%,-1%,2%,-1%,-6%

Some of these compounds in order of SMILES length, lowest first:
14) CC(=O)c1c(COC(=O)c2ccccc2)nc2ccccc2[n+]1[O-]
5) COC(=O)c1nnc(C(=O)NCc2ccccc2)c2[nH]c3ccc(OC)cc3c12
24) COc1ccc(NC(=O)c2c(C)oc3ccc(O)c(CN4CCC(C)CC4)c23)cc1Cl

Screen / compound no.,14,5,24
Tau fibril FP,-13%,4%,6%
Tau fluor cs,-20%,-7%,-28%
TRb SRC2 PPI,-23%,5%,-3%
NPSR antagonist,-14%[46.1 µM],.,.
CBFb-RUNX1 inh,1%,-10%,.
Epigenetic reg,-0.5%,0.0%,-1.9%
aGal spleen mod,4%,-3%,.
TR SRC2 fluor cs,2%,0%,-14%

Other entries follow.
41) Fc1ccc(Nc2ccc(-c3ccc(F)cc3)nn2)cc1
42) Cc1c(O)nc(SCC(=O)Nc2ccc(Cl)cc2Cl)n(-c2ccc(F)cc2)c1=O
43) Cc1ccc(C(=O)OCC(=O)c2c[nH]c3ccccc23)cc1NC(=O)c1ccco1
44) CCOC(=O)c1sc(NC(=S)NC(=O)c2ccccc2)nc1C
45) CCCOc1ccc(CNC(=O)C2CCCN(c3nc4c(C)cc(C)cc4s3)C2)cc1 (stereo not given)
46) CCS(=O)(=O)N1CC(=O)N(c2cccc(C)c2C)C(C)(C(=O)NC2CCCCC2)C1 (stereo not given)

Screen / compound no.,41,42,43,44,45,46
Tau fibril FP,-1%,2%,-15%,-1%,1%,-4%
Tau fluor cs,-13%,-12%,?,-3%,-17%,-6%
TRb SRC2 PPI,0%,3%,0%,4%,0%,2%
NPSR antagonist,-3%,.,-30%,-51%,.,.
CBFb-RUNX1 inh,-3%,.,-12%,8%,.,.
Epigenetic reg,-4.2%,-1.0%,-0.1%,-6.6%,0.0%,-1.2%
aGal spleen mod,-2%,.,10%,2%,.,.
TR SRC2 fluor cs,-1%,-11%,-1%,-3%,4%,6%

Some of the compounds tested (hit frequency here may not be typical).
